RAD52 anneal inh: inhibitors of human RAD52 DNA annealing. recombinant RAD52 DNA annealing, FRET fluorescence. AID 651710. P43351. inhibition, % at 18.7 µM. 0.46% of 360,000 active;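 active = every replicate showing at least 50% inhibition; inconclusive = mean inhibition at least 50% but not in every replicate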
Target sequence (P43351 whole entry, looked up): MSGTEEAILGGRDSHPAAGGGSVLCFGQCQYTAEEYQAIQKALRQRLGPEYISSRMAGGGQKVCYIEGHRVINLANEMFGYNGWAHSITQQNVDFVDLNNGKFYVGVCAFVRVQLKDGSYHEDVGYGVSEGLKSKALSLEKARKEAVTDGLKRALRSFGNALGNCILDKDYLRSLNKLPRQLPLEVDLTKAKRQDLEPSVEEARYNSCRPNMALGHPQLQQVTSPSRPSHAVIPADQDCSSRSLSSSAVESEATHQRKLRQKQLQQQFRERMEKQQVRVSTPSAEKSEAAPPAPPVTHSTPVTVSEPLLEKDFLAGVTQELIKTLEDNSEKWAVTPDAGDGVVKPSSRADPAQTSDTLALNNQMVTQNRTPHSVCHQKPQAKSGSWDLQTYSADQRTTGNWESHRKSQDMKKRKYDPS
DENV2 CPE rescue: inhibitors of DENV2 cytopathic effect; CPE inhibition, % at 9.99 µM; 1.7% of 350,000 active; DENV2-infected cells, cytopathic effect rescue, plate reader; AID 651640; in the data active = CPE inhibition above about 20%, passing the limit was not always enough; inconclusive = no clear call, values can overlap the other calls; tested in BHK-21 cells;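 also: 0% = median of neutral control wells and 100% = median of positive control wells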
RAD54 inh: blocks human RAD54 Holliday junction branch migration; inhibition, % at 10.4 µM; Q92698; 0.14% of 360,000 active; AID 602329; FAM/BHQ fluorescence;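 active = mean normalized replicate activity at least 40 and at least half of replicates scoring 40 or more; inconclusive = only one of the two criteria met; inactive = mean below 40 and under half of replicates reaching 40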;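 also: 0% = median of neutral control wells and 100% = median of positive control wells; inhibitors cause a drop in the FAM fluorescence signal; in these data hits start at about 50%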
CFTR F508del cor: correctors of CFTR F508del function in bronchial epithelial cells; CFBE cells, YFP halide quenching; stimulated with forskolin plus potentiator P3; % fluorescence drop versus neutral controls; activity (quench increase), % at 7.58 µM; 0.36% of 350,000 active;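 active = mean added fluorescence quench of at least 8% versus neutral control, with both replicates also reaching 8%; inconclusive = only one of the mean or replicate conditions met; inactive = mean below 8% and not both replicates reaching 8%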;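 also: cells transiently co-express mutant CFTR-F508del with the halide-sensitive YFP; corrector assay measuring rescue of mutant channel to the surface after 24 h compound exposure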
CASP6 VEID inh: inhibitors of human caspase-6. inhibition, % at 12.5 µM. P55212. AID 686996. 0.53% of 350,000 active. purified caspase-6, Z-VEID-R110 cleavage fluorescence;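 active = mean inhibition across replicates at least about 35%, with every replicate also reaching that limit, limit read from the data; inconclusive = only one of the two criteria met; inactive = neither criterion met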;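 also: 0% = median of neutral control wells and 100% = no fluorescence left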
E-selectin induc: induces E-selectin expression in human endothelial cells | HUVEC E-selectin immunofluorescence imaging; normalized: neutral wells 0, TNF-alpha wells 100 | activation, % at 7.58 µM | 0.37% of 260,000 active;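 active = mean E-selectin-positive cell signal at least 10% of the positive control, reached in at least 60% of replicates, without over 20% cell loss; inconclusive = no rule given, readout overlaps actives, possibly toxicity-flagged; inactive = the rest, including those meeting only one limit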;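 also: in these data hits start at about 27%; measured in HUVEC primary endothelial cells; signal is the percent of cells scored E-selectin positive by PE staining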
Target sequence (P16581 whole entry, looked up): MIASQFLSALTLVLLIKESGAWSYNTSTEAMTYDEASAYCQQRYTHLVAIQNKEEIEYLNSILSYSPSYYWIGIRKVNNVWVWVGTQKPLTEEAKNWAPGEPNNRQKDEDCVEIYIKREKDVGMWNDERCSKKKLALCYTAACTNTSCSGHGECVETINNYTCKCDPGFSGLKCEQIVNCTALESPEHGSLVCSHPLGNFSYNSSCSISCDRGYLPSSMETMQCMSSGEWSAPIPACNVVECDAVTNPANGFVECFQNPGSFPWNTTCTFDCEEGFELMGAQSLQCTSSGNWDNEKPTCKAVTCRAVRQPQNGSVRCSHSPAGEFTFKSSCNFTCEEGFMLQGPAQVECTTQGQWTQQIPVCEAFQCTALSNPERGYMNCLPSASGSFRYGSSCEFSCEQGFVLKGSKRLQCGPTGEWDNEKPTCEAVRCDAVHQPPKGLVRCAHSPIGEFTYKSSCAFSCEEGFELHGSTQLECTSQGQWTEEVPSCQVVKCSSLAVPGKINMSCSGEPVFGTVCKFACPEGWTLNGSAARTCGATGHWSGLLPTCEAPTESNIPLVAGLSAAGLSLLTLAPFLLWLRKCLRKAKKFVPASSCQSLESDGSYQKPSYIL
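Read-out basis: % PE-positive cells; Test system: HUVEC primary endothelial cells; Technique: immunofluorescence imaging; Dosing: single-point compound dose.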
GSIS activator: GLuc luminescence reporter in INS-1E cells, primary screen for activators of glucose-dependent secretion of insulin; INS-1E GLuc reporter insulin secretion, 2-3 h; activation, % at 16.6 µM; AID 743287; 0.61% of 370,000 active;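 active = lowest replicate activation of at least 40%, so every replicate reaches that level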;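 also: 0% = median of neutral control wells and 100% = median of IBMX positive control wells; some compounds called inactive have numbers as strong as hits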
Xi reactivation: activators of X-chromosome reactivation in mouse fibroblasts; XiGFP mouse fibroblasts, % GFP-positive cells imaging, 3 d; cells co-treated with 5-aza-dC sensitizer; scaled so ellipticine positive control = 100%; activation, % at 7.58 µM; 0.055% of 360,000 active; AID 743238;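 active = mean normalized replicate activation at least 10% and every replicate at or above 10%; inconclusive = only one of the two criteria met; inactive = mean below 10% and not all replicates reach 10%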;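 also: 0% = median of on-plate neutral control wells and 100% = ellipticine 6 µM median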
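System: SV40-immortalized XiGFP fibroblast cells, line 68-5-11 / Incubation: 3-day compound exposure, then 15 min fixation at room temperature / Compound: single concentration per compound, delivered by pin transfer / Buffer or medium: DMEM plus 5-aza-dC sensitizer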
Numbers without * were called inactive; ? = inconclusive; . = no result given; & = joins results of further samples. Rows were taken by chance. Share with any hit: about 3.7%.

Value order: GSIS activator | CASP6 VEID inh | E-selectin induc | RAD52 anneal inh | DENV2 CPE rescue | CFTR F508del cor | RAD54 inh | Xi reactivation
> C[C@]12CCC(=O)N1CCc1c2[nH]c2ccccc12
 : . | 1&0 | . | -7&3 | 14&1 | -2.3&1.3 | 0&-6 | .
> CCCCCn1c(SC(C)C(C)=O)nc2c1c(=O)[nH]c(=O)n2C (stereo not drawn)
 : 73* | -7 | 0.2 | -7 | 15 | 1.9 | -6 | -0.1
> CN1C(=O)c2cc(NS(=O)(=O)c3ccc(Cl)cc3)ccc2OC[C@@H]2O[C@@H](CC(=O)O)CC[C@@H]21
 : 12 | -1 | 0.1 | 20 | 5 | 0.8 | 5 | 0.5
> CCCc1c(CC)c(=N)c2ccccc2n1C
 : -3 | -2 | . | -1 | 8 | 0.9 | . | .
> O=C(NCC[C@@H]1CC[C@H](NC(=O)c2ccc3c(c2)OCO3)[C@@H](CO)O1)Nc1ccc(Cl)cc1
 : -11 | 0 | -0.5 | 14 | -3 | 1.6 | -2 | -0.2
> O=C(CSc1ncccn1)N1CCCCCC1
 : 10 | -1 | . | -14 | -8 | 0.1 | -2 | 0.1
> Cc1cccc(N2CC(C(=O)Nc3ccc(S(=O)(=O)N4CCOCC4)cc3)CC2=O)c1C (stereo not drawn)
 : 14 | 0 | . | -17 | 1 | -1.3 | -7 | 0.3
> C[C@H](CO)N1C[C@H](C)[C@H](CN(C)C(=O)Nc2ccc(C(F)(F)F)cc2)OCc2cn(nn2)CCCC1=O
 : 6 | . | 0.0 | . | . | -1.7 | . | 0.7
> C[C@H]1CN([C@@H](C)CO)C(=O)c2c(c3ccccc3n2C)-c2ccccc2CO[C@@H]1CN(C)Cc1ccc(Oc2ccccc2)cc1
 : -3 | 1 | -0.4 | -2 | -8 | -2.3 | . | -0.8
> CC(=O)c1ccc(NC(=S)Nc2ccc(Br)c(Cl)c2)cc1
 : -4 | -2 | . | -78 | ? | -0.5 | . | 0.1
> O=C(Cc1ccc(Cl)cc1)Nc1cccc(S(=O)(=O)N2CCCCC2)c1
 : -67 | 1 | -0.4 | -11 | ? | 2.6 | -5 | 0.1
> O=C(NCc1ccc(F)cc1)C1CCCN(C(=O)Nc2ccc(F)cc2)C1 (stereo not drawn)
 : -18 | 1 | 0.0 | -6 | 5 | 2.2 | -1 | -0.1
> CCOC(=O)C1=C(C)NC(=O)NC1/C=C/c1ccccc1OC (stereo not drawn)
 : -8 | -3 | 2.4 | 4 | . | 1.3 | . | -0.1
> Fc1cccc(F)c1-c1nc2c(s1)CCc1onc(-c3ccc(Br)cc3)c1-2
 : 13 | . | 4.8 | . | . | -1.7 | -10 | 0.2
> Cc1cnc(N)nc1-c1ccccc1
 : . | 0 | 1.3 | -8 | 7 | 0.1 | 0 | 0.1
> C[C@@H]1CCCN1[C@H]1CS(=O)(=O)N[C@@H]1COCc1ccccc1
 : 18 | 3 | 0.0 | -23 | -5 | 0.0 | -2 | 0.0
> COc1cccc(C#Cc2ccc([C@H]3[C@@H](CO)N4C(=O)CN(C(C)=O)C[C@@H]34)cc2)c1
 : 17 | 1 | 0.6 | -13 | -5 | 3.1 | . | 0.1
> Cc1ccc(NC(=O)C2=NNC(=O)CC2)cc1F
 : -21 | -3 | . | -9 | 3 | 1.9 | . | 0.1
> O=C(N=C1SC2CS(=O)(=O)CC2N1c1ccc(Cl)cc1Cl)C1CC1 (stereo not drawn)
 : 3 | 2 | . | -7 | 18 | 3.7 | 6 | 0.3
> COc1ccc(-c2nn(-c3ccccc3)cc2C2CC(c3cccs3)=NN2C(=O)CCC(=O)O)cc1 (stereo not drawn)
 : . | 7 | . | 7 | -5 | 1.0 | . | -0.1
> Cc1ccc(C)c(S(=O)(=O)NCCCN2CCOCC2)c1
 : 7 | -2 | 0.0 | 12 | 1 | -3.1 | . | 0.0
> COc1cc(C(=O)NCc2nnc(SCC(=O)Nc3nc4ccccc4s3)o2)cc(OC)c1OC
 : . | 1 | 0.3 | -26 | 6 | . | . | 0.2
> CC(/C=C/c1ccc2c(c1)OCO2)=N/NC(=O)c1ccncc1
 : . | -2 | . | -96 | 3 | -0.6 | -2 | 0.3
> COc1ccccc1/C=C/CN1CCNC(=O)C1CC(=O)NCCc1cnccn1 (stereo not drawn)
 : 18 | 1 | 0.0 | -8 | 3 | -7.4 | -2 | 0.0
> N#C/C(=C\C=C\c1ccccc1)c1nc(-c2ccc(Cl)cc2)cs1
 : -5 | -1 | 0.1 | -30 | 1 | -0.7 | 5 | -0.1
> Cc1noc(C)c1NC(=O)Nc1cccc2c1O[C@H](CN(C)C(=O)Nc1c(C)noc1C)[C@H](C)CN([C@@H](C)CO)C2=O
 : 9 | . | 0.4 | -28 | 2 | -0.8 | -5 | -0.2
> CCC(C)(C)C(=O)O[C@H]1C[C@@H](C)C=C2C=C[C@H](C)[C@H](CC[C@@H]3C[C@@H](O)CC(=O)O3)[C@H]21
 : . | 1 | 0.0 | -3 | 9 | -1.6 | 4 | -0.3
> C[C@H](CO)N1C[C@H](C)[C@@H](CN(C)Cc2ccc(C(F)(F)F)cc2)Oc2c(NS(=O)(=O)c3cn(C)cn3)cccc2C1=O
 : 14 | 1 | 2.1 | -7 | 7 | -1.3 | 5 | -0.1
> C[C@@H]1CN([C@H](C)CO)C(=O)c2cc(NC(=O)Nc3cccc4ccccc34)ccc2O[C@H]1CN(C)CC1CCCCC1
 : -23 | 3 | 5.7 | 1 | 4 | 2.6 | 5 | 0.1
> N#Cc1ccc(CN2CCN(C(=O)CC(NC(=O)c3ccccc3)c3ccccc3)CC2)cc1 (stereo not drawn)
 : -11 | 1 | 0.5 | -28 | 63* | 0.2 | 4 | -0.1
> CC(C)(CNCc1ccccc1)NS(=O)(=O)c1ccc(Cl)cc1
 : -3 | 0 | -0.5 | -3 | -11 | -0.5 | -6 | 0.2
> C/C=C(\C)C(=O)Nc1cccc(C2=NOC3(C2)C[C@H](C(N)=O)N(C(=O)C(c2ccccc2)c2ccccc2)C3)c1 (stereo partly drawn)
 : 16 | . | 5.4 | . | . | -0.2 | 0 | 0.0
> COc1ccc2ccccc2c1/C=N/NC(=O)CC1(C)OCCCO1
 : 9 | 1 | . | -11 | -3 | . | . | -0.1
> Cc1ccccc1N(C(=O)CS(=O)CC(=O)Nc1ccc(F)cc1)C(C)C(=O)NC(C)(C)C (stereo not drawn)
 : -4 | -2 | . | -1 | 3 | -0.1 | -4 | .
> O=C(O)c1ccc(-n2c(-c3cc(C4CC4)[nH]n3)n[nH]c2=S)cc1
 : 1 | 1 | 0.0 | 0 | . | 1.2 | . | 0.0
> Cc1ccc(CNC(=O)[C@@H](NC(=O)C2CCN(C(=O)[C@@H](N)CC(C)C)CC2)C(C)C)cc1
 : 9 | 0 | . | -3 | -11 | -1.6 | -7 | .
> C=CCOn1c(-n2nc(C)cc2C)nc2ccccc2c1=O
 : 14 | 3 | -0.4 | 7 | 6 | -0.6 | -8 | 0.0
> O=c1cc(-c2ccccc2)oc2ccc(O)cc12
 : 13 | -2 | . | -6 | 4 | 2.8 | 16 | -0.1
> O=C(COC(=O)C(Cc1ccccc1)NC(=O)c1ccc(Cl)cc1)c1ccc(Cl)cc1 (stereo not drawn)
 : -2 | -1 | . | -13 | 0 | 0.7 | . | 0.2
> Cc1ccsc1C(=O)OCC(=O)N(Cc1ccccc1)C(C)C
 : -11 | -1 | -0.2 | -9 | 0 | 0.9 | 3 | 0.0
> Cc1ccc(NC(=O)COC(=O)CSC(=S)N2CCOCC2)cc1
 : 8 | 5 | . | -6 | -3 | 1.8 | 0 | 0.2
> O=C(Nc1nc2ccc([N+](=O)[O-])cc2s1)C1CCCO1 (stereo not drawn)
 : 4 | 2 | . | -23 | -5 | -1.8 | . | 0.2
> COc1ccc(OC)c(CNC(=O)C2CCCN(c3ncnc4c3nc3n4CCCCC3)C2)c1 (stereo not drawn)
 : -3 | -1 | . | -1 | 5 | -4.4 | 5 | 0.1
> O=C(NCC[C@H]1CC[C@H](NS(=O)(=O)Cc2ccccc2)[C@@H](CO)O1)C1CCCCC1
 : 2 | -1 | 0.1 | -7 | -5 | -2.0 | -7 | 0.6
> COc1ccc(CN=C(Nc2ccccc2)SC2CC(=O)N(C)C2=O)cc1 (stereo not drawn)
 : 13 | -1 | -2.8 | -1 | 4 | . | 1 | 0.6
> CCN1CCN(C(=O)C(NS(=O)(=O)c2ccc3nc(C)sc3c2)C(C)C)CC1 (stereo not drawn)
 : 12 | -2 | . | -5 | -1 | -2.3 | -5 | 0.1
> NS(=O)(=O)OCC1CCCCC1
 : 11 | -2 | 0.0 | -4 | -8 | 5.5 | -2 | 0.0
> C[C@H]1CN([C@@H](C)CO)C(=O)c2cccc(NS(=O)(=O)c3cn(C)cn3)c2O[C@H]1CN(C)Cc1ccc2c(c1)OCO2
 : 5 | -2 | . | 12 | 1 | -1.2 | -1 | 0.0
> Cc1ccc(S(=O)(=O)N2CCN(C(=O)CCc3nc4ccccc4c(=O)[nH]3)CC2)c(C)c1
 : -20 | 8 | -0.1 | -8 | ? | 1.2 | -5 | 2.9
> O=C(Nc1ccccc1)N1CCCCN2[C@H](CO)[C@H](c3ccc(-c4ccncc4)cc3)[C@@H]2C1
 : -21 | -6 | -0.5 | -6 | -1 | -2.1 | -13 | 0.0
> CN(CCO)C(=O)c1ccc(-c2nn(C)c(=O)c3ccccc23)cc1
 : 35 | 3 | 0.1 | -14 | 3 | 3.1 | . | -0.1
> CCC(=O)N1[C@H](C(=O)NCc2ccc(F)cc2)[C@@H](CO)[C@@H]2Cn3c(ccc(C4=CCCCC4)c3=O)[C@@H]21
 : -5 | 2 | -0.2 | 6 | -3 | . | -14 | 0.0
> CCc1nc2c(s1)CCc1onc(-c3ccc(Cl)cc3)c1-2
 : 3 | 2 | -0.1 | -12 | ? | 4.7 | -9 | 0.0
> COc1ccc(S(=O)(=O)N2CC=C(C(=O)NC3CCCC3)CC2)cc1
 : 3 | 0 | . | -13 | -4 | 1.5 | -5 | 0.6
> Cc1ccc(S(=O)(=O)Nc2ccc(Nc3nccn4c(-c5ccccc5Oc5ccccc5)cnc34)cc2)cc1
 : 4 | -1 | 0.5 | -60 | -3 | -3.1 | 10 | 0.0
> CC(=O)N1c2ccc(S(=O)(=O)N(C)Cc3ccco3)cc2CC1C (stereo not drawn)
 : 7 | 4 | . | -17 | -2 | 0.3 | -9 | 0.1
> CCCNC(=O)C[C@H]1C[C@H]2c3cc(NC(=O)c4cccnc4)ccc3O[C@H]2[C@@H](CO)O1
 : 0 | . | -0.2 | . | 12 | -3.0 | 3 | 0.1
> O=C(CC1CC1)N1CC2(C1)[C@@H](c1ccccc1)[C@@H](CO)N2C(=O)c1cccnc1
 : 0 | -1 | -0.1 | -9 | -3 | 1.7 | . | 0.1
> COc1ccccc1C(=O)Nc1c2c(nn1-c1ccc(Cl)cc1)CS(=O)(=O)C2
 : 2 | -1 | -0.1 | -10 | 6 | 0.4 | -1 | -0.2

Compound activity deposited in PubChem by Broad Institute.
